# Screens (PubChem)
# Cneo AK release: causes C. neoformans cell lysis. adenylate kinase release luminescence, 4 h; normalised: neutral wells 0, clomiphene wells 100. actives 0.2% (n = 360,000). AID 651654. lysis activity, % at 15 µM;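 active means mean lysis activity across replicates of at least 80%, whatever share of replicates individually reach that level; inactive means mean lysis activity below 80%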
#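 Test system: log-phase Cryptococcus neoformans yeast cells. Input: 5 × 10^6 yeast cells/mL. Medium: fresh YPD growth medium. Doses: single dose. Incubation: static 4 h at 37 °C with compound, 1 h detection. Measured by: luminescent adenylate kinase detection reagent. Read-out: signal increase indicating cell lysis. Benchmarks: Clomiphene.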
# F508del corr: correctors of CFTR F508del function in bronchial epithelial cells | CFBE cells, YFP halide quenching; stimulated with forskolin plus potentiator P3; % fluorescence drop versus neutral controls | actives 0.36% (n = 350,000) | activity (quench increase), % at 7.58 µM;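 active means mean added fluorescence quench of at least 8% versus neutral control, with both replicates also reaching 8%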;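 further: cells transiently co-express mutant CFTR-F508del with the halide-sensitive YFP; corrector assay measuring rescue of mutant channel to the surface after 24 h compound exposure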
# FN deposit inh: fibronectin deposition inhibition; AH1F fibroblasts, Alexa488-fibronectin deposition fluorescence, overnight; inhibition, % at 12.6 µM; actives 0.086% (n = 350,000);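 active means mean inhibition across replicates of 30% or more, regardless of how many single replicates reach that level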;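 further: positive control wells lacked labelled fibronectin entirely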
#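 Material: AH1F fibroblast monolayer depositing Alexa488-labelled fibronectin into matrix / Amount: 10000 AH1F cells per well / Signal: fluorescence 485/525 nm / Medium: DMEM, 2% serum / Compound: single dose, pinned / Incubation: 1 h cell adhesion before compound, then overnight fibronectin incubation / Reagent: Alexa488-FN, 24 nM final / Read-out: inhibition of fibronectin deposition signal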
# GSIS activator: primary screen for activators of insulin secretion dependent on glucose, INS-1E cells, GLuc reporter luminescence. actives 0.61% (n = 370,000). AID 743287. activation, % at 16.6 µM. INS-1E GLuc reporter insulin secretion, 2-3 h;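 active means lowest replicate activation of at least 40%, so every replicate reaches that level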;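 further: 0% = median of neutral control wells and 100% = median of IBMX positive control wells; some compounds called inactive have numbers as strong as hits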
# PGC1a acetyl inh: PGC1a acetylation modulation, inhibitor mode. actives 0.17% (n = 350,000). AID 651687. inhibition, % at 15.6 µM. U2OS PGC1a acetylation, AlphaScreen anti-acetyl-lysine; with virally co-expressed GCN5 acetyltransferase;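 active means every replicate shows inhibition of at least 40%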;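 further: 0% = neutral control wells and 100% = positive control wells; some results beyond the cut were filed as inactive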
# PglD inh: inhibitors of Campylobacter jejuni PglD acetyltransferase; AID 602405; purified PglD enzyme, DTNB colorimetric CoA detection; actives 0.098% (n = 360,000); inhibition, % at 12.5 µM; in the data active means inhibition above about 16%, passing the limit was not always enough; further: strong numbers were not always called active
# Statin myotox sup: suppression of simvastatin myotoxicity. C2C12 myotubes + simvastatin, ATP luminescence, 48 h; scaled: DMSO 0, geranylgeraniol control 100. rescue of ATP level, % at 7.49 µM. actives 0.78% (n = 330,000). AID 602340;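 active means mean ATP rescue above about 67%, or every replicate alone reaching that limit, limit read from the data, passing the limit was not always enough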;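 further: myotubes were challenged with 10 µM simvastatin during compound exposure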
# miR122 inh: inhibitors of miR-122 in Huh7 cells; Huh7 miR-122 Renilla luciferase sensor, 48 h; neutral wells = 0, positive control = 100; activation (reporter increase), % at 12.5 µM; actives 0.3% (n = 340,000); AID 602342;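 active means mean replicate activation score at least 90 and every replicate individually at or above 90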;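 further: higher luciferase means less miR-122 activity so hits act as miR-122 inhibitors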
# Numbers without * were called inactive; . = no result given; [ ] = remark or other dose.
# Screens by letter: A = Cneo AK release; B = F508del corr; C = FN deposit inh; D = GSIS activator; E = PGC1a acetyl inh; F = PglD inh; G = Statin myotox sup; H = miR122 inh
CSc1ncc2[nH]c(C(O)c3ccccc3)nc2n1 (stereo not drawn)
  A: -0.7	B: 4.0	C: 2.9	D: .	E: -1.5	F: 2.0	G: 2.0	H: -6.6
O=C(CSc1ccc(-c2cccs2)nn1)N1CCCCC1
  A: 7.8	B: .	C: .	D: 17.1	E: -1.7	F: 4.8	G: -9.3	H: 0.2
CC(C)NC(=O)N(C)C[C@@H]1Oc2c(NS(=O)(=O)c3cn(C)cn3)cccc2C(=O)N([C@@H](C)CO)C[C@H]1C
  A: 0.0	B: -1.7	C: -0.5	D: 4.6	E: -3.6	F: -3.1	G: .	H: -5.1[16.7 µM]
O=C(Cc1ccccc1)N1CC[C@H]2[C@H](CO)Nc3ccc(-c4ccccc4F)cc3[C@H]21
  A: 1.0	B: -1.8	C: -37.5	D: -12.3	E: -17.2	F: -0.2	G: 27.8	H: 1.2[16.7 µM]
O=C(/C=C/c1ccco1)Nc1ccccc1C(=O)O
  A: -11.9	B: 1.3	C: -6.2	D: 3.4	E: -7.0	F: 1.4	G: .	H: -7.6
COc1ccc(C)cc1S(=O)(=O)Nc1cccc(-c2ccc(N3CCCCCC3)nn2)c1
  A: 57.9	B: 0.5	C: -7.2	D: -1.9	E: -5.4	F: 5.2	G: -5.8	H: 35.2
COc1ccc(-c2cc(C)no2)cc1S(=O)(=O)N(C)c1cccc(C)c1
  A: -9.3	B: -1.9	C: -0.3	D: 11.5	E: -29.0	F: -1.6	G: 1.8	H: .
O=C(O)c1cc2c(o1)CCC/C2=N\O
  A: 4.6	B: -0.3	C: .	D: 3.8	E: -4.4	F: -0.5	G: -10.1	H: 4.2
Cc1noc(C)c1NC(=O)N(C)C[C@@H]1Oc2ccc(NS(C)(=O)=O)cc2C(=O)N([C@@H](C)CO)C[C@@H]1C
  A: 0.3	B: -0.4	C: .	D: 8.2	E: -0.8	F: -5.2	G: 20.1	H: -1.0[16.7 µM]
Cn1cccc1C(=O)OCC(=O)Nc1ccc2c(c1)CCC2
  A: -2.2	B: .	C: 8.1	D: .	E: -82.8	F: 5.8	G: -1.5	H: 3.1
CCOc1ccc(S(=O)(=O)N2CCCCC2)cc1NC(=O)C1CCCC1
  A: 0.0	B: -0.9	C: 1.9	D: .	E: 16.9	F: 0.2	G: -3.8	H: -20.2
CCCNC(=O)C[C@H]1CC[C@H]2[C@H](COc3ccc(NC(=O)C4CCCC4)cc3C(=O)N2C)O1
  A: 2.2	B: -0.6	C: -5.1	D: 4.1	E: -11.0	F: 1.6	G: 2.2	H: 19.3[16.7 µM]
Cc1cc(Br)ccc1OCC(=O)N(Cc1nc(-c2ccccc2)no1)C(C)C
  A: 2.3	B: .	C: -5.9	D: -26.9	E: 2.3	F: -3.2	G: 29.5	H: 4.9
Cc1ccc(OCC(=O)Oc2cccc(C)c2)cc1
  A: 3.6	B: -1.8	C: 1.5	D: .	E: -9.5	F: -1.4	G: .	H: 3.1
CN1CCN(S(=O)(=O)c2ccc(Cl)s2)CC1
  A: 2.3	B: 1.1	C: 2.6	D: 45.5	E: 1.9	F: 5.9	G: .	H: -11.6

# An excerpt from above in order of their number in F508del corr, ascending.
canonical_smiles	F508del corr	GSIS activator	PGC1a acetyl inh	PglD inh	miR122 inh
COc1ccc(-c2cc(C)no2)cc1S(=O)(=O)N(C)c1cccc(C)c1	-1.9	11.5	-29.0	-1.6	.
CC(C)NC(=O)N(C)C[C@@H]1Oc2c(NS(=O)(=O)c3cn(C)cn3)cccc2C(=O)N([C@@H](C)CO)C[C@H]1C	-1.7	4.6	-3.6	-3.1	-5.1[16.7 µM]
CN1CCN(S(=O)(=O)c2ccc(Cl)s2)CC1	1.1	45.5	1.9	5.9	-11.6
CSc1ncc2[nH]c(C(O)c3ccccc3)nc2n1 (stereo not drawn)	4.0	.	-1.5	2.0	-6.6

# The list continues.
# Screens by letter: A = Cneo AK release; B = F508del corr; C = FN deposit inh; D = GSIS activator; E = PGC1a acetyl inh; F = PglD inh; G = Statin myotox sup; H = miR122 inh
CCOC(=O)c1ccc(Nc2cc(C)nc3nc(C)nn23)cc1
  A: 2.7	B: 2.8	C: 3.0	D: -6.8	E: -5.6	F: 0.2	G: -4.2	H: -0.9
CC(=O)OC(C(=O)NC1CCCCC1)c1ccc(C#N)cc1 (stereo not drawn)
  A: 2.1	B: .	C: 1.6	D: .	E: 1.8	F: -3.7	G: 3.4	H: -1.4
O=C(CN1C(=O)S/C(=C\c2ccccc2)C1=O)NC1CCS(=O)(=O)C1 (stereo not drawn)
  A: 10.5	B: 2.7	C: -3.4	D: 3.3	E: -16.3	F: -2.9	G: 10.0	H: 1.6
CC(=O)N1[C@@H]2c3ccc(C4=CCCC4)c(=O)n3C[C@@H]2[C@@H](CO)[C@@H]1C(=O)N1CCCCC1
  A: -6.0	B: -1.7	C: .	D: 4.6	E: .	F: -0.1	G: 2.9	H: -2.0[16.7 µM]
Cn1cnc2ncnn2c1=S
  A: 2.1	B: 3.4	C: 6.7	D: .	E: 6.6	F: 0.9	G: 5.4	H: 5.5
Cc1ccc(S(=O)(=O)N[C@H]2C=C[C@@H](CC(=O)NCCN3CCCCC3)O[C@H]2CO)cc1
  A: 8.1	B: -1.4	C: .	D: 9.0	E: 104.7*	F: -5.9	G: -1.0	H: 7.5[16.7 µM]
CC1Cc2ccccc2N1C(=O)c1ccc2c(c1)nnn2C (stereo not drawn)
  A: 1.4	B: .	C: .	D: .	E: -9.7	F: -0.5	G: .	H: -6.5
COCCCNC(=O)CN1C(=O)COc2ccc(S(=O)(=O)N3CCOCC3)cc21
  A: -1.5	B: -1.8	C: -4.0	D: -10.6	E: 15.0	F: -0.3	G: 5.7	H: .
O=C(N/C(=C/c1ccccc1F)C(=O)N1CCCCC1)c1ccccc1
  A: 2.9	B: 2.2	C: 4.9	D: -4.7	E: .	F: 0.2	G: 31.3	H: .
CCOc1ccc(NC(=O)C(C)SC(N)=O)cc1 (stereo not drawn)
  A: -0.4	B: 2.3	C: .	D: -51.2	E: 2.0	F: 4.9	G: 22.0	H: .
O=C(O)C1CCCCC1C(=O)Nc1cccc(Cl)c1Cl (stereo not drawn)
  A: 0.2	B: .	C: 0.0	D: .	E: 9.1	F: 2.9	G: .	H: -0.8
C[C@H]1CN([C@@H](C)CO)S(=O)(=O)c2ccc(-c3cncnc3)cc2O[C@H]1CN(C)Cc1ccccn1
  A: -5.2	B: -1.2	C: .	D: .	E: 1.9	F: -0.4	G: 32.5	H: -1.7[16.7 µM]
CC(=O)OCC(=O)[C@@]1(O)CC[C@H]2[C@@H]3CCC4=CC(=O)C=C[C@]4(C)[C@H]3C(=O)C[C@@]21C
  A: -0.8	B: 1.5	C: 1.3	D: 4.2	E: .	F: -102.3	G: -4.6	H: -0.1
COc1ccc(S(=O)(=O)N(C)C[C@H]2OCCCC[C@@H](C)Oc3ccc(NS(=O)(=O)c4ccccc4)cc3C(=O)N([C@H](C)CO)C[C@@H]2C)cc1
  A: 0.5	B: -1.4	C: -16.8	D: 21.6	E: 2.7	F: -1.2	G: .	H: 1.4[16.7 µM]
COc1ccc(/C(O)=C2/C(=O)C(=O)N(CCCN3CCOCC3)C2c2ccc(OC)cc2)cc1 (stereo not drawn)
  A: -2.3	B: -6.4	C: -7.8	D: .	E: 9.0	F: -7.2	G: -7.1	H: 0.6
COc1cc(/C=C/C(=O)Nc2nc3ccc(S(=O)(=O)N(C)C)cc3s2)cc(OC)c1OC
  A: -1.6	B: .	C: -5.1	D: 17.4	E: -0.5	F: -7.8	G: .	H: 41.4
CCOC(=O)Nc1oc2ccccc2c(=O)c1C
  A: 1.7	B: .	C: 3.0	D: .	E: 4.0	F: 1.6	G: 9.8	H: -4.6
C[C@@H]1CN([C@H](C)CO)C(=O)Cc2cc(NC(=O)Nc3ccc(F)cc3)ccc2O[C@H]1CN(C)C
  A: -2.7	B: -0.9	C: .	D: 8.2	E: -13.8	F: 0.2	G: 3.7	H: -2.8[16.7 µM]
Cc1ccc(S(=O)(=O)NC(Cc2ccccc2)C(=O)O)cc1C (stereo not drawn)
  A: -2.5	B: -1.1	C: 2.5	D: .	E: 5.6	F: -1.9	G: 7.6	H: -5.9
O=C(Nc1ccncc1)c1cccc2ccccc12
  A: -2.6	B: -0.9	C: -0.5	D: -2.4	E: -5.8	F: -5.1	G: -2.0	H: -17.6
CC1(C)CC(=O)C2=C(C1)N(Cc1ccco1)C(=O)C2(NC(=O)c1cccnc1)C(F)(F)F (stereo not drawn)
  A: 0.7	B: .	C: .	D: .	E: .	F: -1.7	G: 3.3	H: -14.2
CCC(C)[C@H](NS(=O)(=O)c1ccc(F)cc1Br)C(=O)OC (stereo partly drawn)
  A: 6.5	B: 1.1	C: 3.8	D: 6.6	E: -24.1	F: 4.3	G: 2.6	H: -7.0
CCOC(=O)C1CCN(C(=O)CNC(=O)c2nn(-c3ccc(OC)cc3OC)c(=O)c3ccccc23)CC1
  A: -2.5	B: -3.9	C: -4.3	D: 26.2	E: 2.9	F: 2.8	G: -4.4	H: -2.1
Cc1ccc(S(=O)(=O)N(C)C[C@H]2Oc3cc(-c4cccc(F)c4)ccc3S(=O)(=O)N([C@H](C)CO)C[C@H]2C)cc1
  A: -3.1	B: -4.5	C: .	D: 6.0	E: -5.3	F: 2.8	G: -71.2	H: 13.3[16.7 µM]
Cc1occc(=O)c1O
  A: 2.1	B: -22.3	C: 0.4	D: .	E: 2.6	F: 4.0	G: 7.3	H: -2.8
COC(=O)Cn1c(=NC(=O)c2ccc(Cl)s2)sc2cc(C)ccc21
  A: -2.2	B: .	C: 8.9	D: 27.5	E: 3.4	F: 4.0	G: 0.5	H: -9.4
CC(C)NC(=O)N[C@H]1CC[C@H](CCn2cc(-c3ccccc3)nn2)O[C@H]1CO
  A: -0.6	B: 0.3	C: 7.9	D: 3.8	E: 8.1	F: -0.6	G: 2.1	H: .
O=c1oc2cc(Oc3ccc(C(F)(F)F)cc3[N+](=O)[O-])ccc2c2c1CCC2
  A: 1.4	B: 0.8	C: 1.7	D: 2.8	E: -11.0	F: 1.0	G: .	H: 0.0
COc1ccc(CC(=O)NC(CC(=O)O)c2cccc([N+](=O)[O-])c2)cc1 (stereo not drawn)
  A: 0.2	B: -2.3	C: 1.3	D: -2.3	E: 8.0	F: 2.8	G: 121.9*	H: 0.7
C[C@@H]1CN([C@@H](C)CO)C(=O)c2cccc(NC(=O)Nc3ccc(C(F)(F)F)cc3)c2O[C@H]1CN(C)Cc1ccc(C(=O)O)cc1
  A: .	B: -4.3	C: .	D: -1.2	E: 0.9	F: .	G: .	H: 3.9[16.7 µM]
COc1cc(/C=C2\SC(=S)N(NS(=O)(=O)c3ccc(C)cc3)C2=O)cc(OC)c1OC
  A: 1.9	B: -0.9	C: -5.0	D: -9.4	E: 17.5	F: -6.0	G: .	H: 0.8
Cc1ccn(C(=O)c2ccc(NC(=O)C3CC3)cc2)n1
  A: .	B: -3.9	C: -0.8	D: 7.8	E: 6.5	F: .	G: .	H: .

# Exported tab-delimited: 2 of the compounds above
molecule	Cneo AK release	F508del corr	FN deposit inh	GSIS activator	PGC1a acetyl inh	PglD inh	Statin myotox sup	miR122 inh
CC(C)NC(=O)N[C@H]1CC[C@H](CCn2cc(-c3ccccc3)nn2)O[C@H]1CO	-0.6	0.3	7.9	3.8	8.1	-0.6	2.1	.
O=c1oc2cc(Oc3ccc(C(F)(F)F)cc3[N+](=O)[O-])ccc2c2c1CCC2	1.4	0.8	1.7	2.8	-11.0	1.0	.	0.0
